Screening results (PubChem)
PME-1 inh = PME-1 (human) inhibition; Q9Y570; recombinant PME-1, FP-Rh probe fluorescence polarization; inhibition, % at 5.9 µM; 320,000 compounds, 0.53% hits; AID 2130;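 active = inhibition above the campaign mean of all compounds plus 3 SD, cut at about 26% in these data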;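 note: competitive labeling of PME-1 active site by serine hydrolase directed probe; 0% = PME-1 with DMSO and 100% = wells lacking PME-1 enzyme; inhibitors block probe labeling so polarization falls and inhibition rises; many of its hits are not listed in these tables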
GSTO1 inh = GSTO1 inhibition, counter-screen for RBBP9 inhibitors; P78417; recombinant GSTO1, activity-based probe fluorescence polarization; inhibition, % at 5.96 µM; 300,000 compounds, 1.1% hits; AID 1974;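 active = inhibition above the campaign mean inhibition plus 3 SD, cut at about 35% in these data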;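 note: 0% = GSTO1-1 with DMSO and 100% = wells lacking GSTO1-1 enzyme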
LYPLA1 inh = blocks human lysophospholipase 1, a PME1 counter-screen; O75608; AID 2174; inhibition, % at 5.9 µM; recombinant LYPLA1, FP-Rh probe fluorescence polarization; 320,000 compounds, 0.16% hits;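 active = inhibition above the mean of all tested compounds plus 3 SD, set per campaign, cut at about 14% in these data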;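 note: inhibitors block serine hydrolase probe labeling of LYPLA1 so polarization falls; 0% = enzyme with DMSO and 100% = wells lacking LYPLA1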
PAD4 FP inh = PAD4 (human) enzyme inhibition | recombinant PAD4, RCA probe fluorescence polarization | inhibition, % at 6.36 µM | 330,000 compounds, 0.41% hits;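 active = percent inhibition above a cutoff equal to the mean of all tested compounds plus 3 SD, cut at about 15% in these data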;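 note: 0% = PAD4 with RCA probe and DMSO and 100% = probe without PAD4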
Target sequence (Q9UM07 whole entry, looked up): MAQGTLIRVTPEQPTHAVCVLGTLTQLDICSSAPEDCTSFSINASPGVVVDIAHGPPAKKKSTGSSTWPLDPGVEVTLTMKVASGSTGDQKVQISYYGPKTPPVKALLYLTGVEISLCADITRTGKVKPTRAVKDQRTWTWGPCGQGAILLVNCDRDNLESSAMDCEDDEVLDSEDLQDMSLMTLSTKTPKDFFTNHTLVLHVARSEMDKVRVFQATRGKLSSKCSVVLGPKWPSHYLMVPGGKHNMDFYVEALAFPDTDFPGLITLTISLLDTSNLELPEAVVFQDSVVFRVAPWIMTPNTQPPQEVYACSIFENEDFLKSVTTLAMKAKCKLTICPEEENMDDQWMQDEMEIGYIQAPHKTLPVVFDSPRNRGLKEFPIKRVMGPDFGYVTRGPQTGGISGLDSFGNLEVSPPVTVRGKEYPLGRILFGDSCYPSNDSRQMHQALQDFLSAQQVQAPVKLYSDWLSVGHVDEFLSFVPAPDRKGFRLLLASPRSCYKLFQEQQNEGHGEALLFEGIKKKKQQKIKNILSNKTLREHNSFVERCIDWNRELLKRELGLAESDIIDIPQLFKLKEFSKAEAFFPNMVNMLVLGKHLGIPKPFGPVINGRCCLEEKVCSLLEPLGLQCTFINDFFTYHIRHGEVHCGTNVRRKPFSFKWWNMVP
PAFAH2 inh = PAFAH2 (human) inhibition; recombinant PAFAH2, FP-rhodamine activity probe, fluorescence polarization; inhibition, % at 3.39 µM; 340,000 compounds, 0.99% hits;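 active = inhibition above the mean over all tested compounds plus 3 SD, cut at about 30% in these data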;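 note: inhibitors block probe labeling of enzyme so polarization drops; 0% = enzyme with DMSO and 100% = wells lacking PAFAH2 protein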
PAFAH1B2 inh = blocks human PAF acetylhydrolase 1b catalytic subunit 2; inhibition, % at 3.39 µM; recombinant PAFAH1B2, FP-rhodamine activity probe, fluorescence polarization; P68402; 340,000 compounds, 1.2% hits;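 active = inhibition above the mean of all tested compounds plus 3 SD, cut at about 24% in these data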;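 note: 0% = enzyme with DMSO and 100% = wells lacking PAFAH1B2; many of its hits are not listed in these tables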
pPAFAH FP inh = pPAFAH (human) enzyme inhibition; Q13093; recombinant pPAFAH, FP-rhodamine probe fluorescence polarization; inhibition, % at 3.39 µM; 330,000 compounds, 1.5% hits;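 active = inhibition above the mean inhibition across the screen plus 3 SD, cut at about 25% in these data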;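 note: inhibitors block binding of the rhodamine activity-based probe so polarization drops; 0% = enzyme with DMSO and 100% = wells lacking pPAFAH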
PAFAH1B3 inh = PAFAH1B3 (human) inhibition. recombinant PAFAH1B3, FP-rhodamine probe, fluorescence polarization. AID 492972. 340,000 compounds, 0.28% hits. Q15102. inhibition, % at 3.39 µM;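 active = inhibition above the screen-wide average of all tested compounds plus 3 SD, cut at about 25% in these data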;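 note: 0% = enzyme with DMSO only and 100% = wells lacking PAFAH1B3 protein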
LYPLA2 inh = blocks human lysophospholipase 2, a PME1 counter-screen. O95372. recombinant LYPLA2, FP-Rh probe fluorescence polarization. inhibition, % at 5.9 µM. 320,000 compounds, 0.38% hits. AID 2177;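 active = inhibition above the screen-wide mean plus 3 SD, limit set per campaign, cut at about 26% in these data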;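 note: 0% = LYPLA2 with DMSO and 100% = wells lacking LYPLA2 enzyme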
Target sequence (O95372 whole entry, looked up): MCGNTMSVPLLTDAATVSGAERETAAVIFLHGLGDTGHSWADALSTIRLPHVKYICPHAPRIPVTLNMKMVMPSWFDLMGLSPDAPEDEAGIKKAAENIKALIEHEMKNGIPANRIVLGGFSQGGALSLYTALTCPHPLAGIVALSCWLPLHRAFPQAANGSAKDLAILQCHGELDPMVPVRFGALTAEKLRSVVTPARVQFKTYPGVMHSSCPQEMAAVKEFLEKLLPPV
Starred values were filed as active, the others as inactive; x = no result given. A portion of the library, so the mix of outcomes need not match the whole.

SMILES	PME-1 inh	GSTO1 inh	LYPLA1 inh	PAD4 FP inh	PAFAH2 inh	PAFAH1B2 inh	pPAFAH FP inh	PAFAH1B3 inh	LYPLA2 inh
CSc1ccc(C2C(C(=O)c3ccco3)=C(O)C(=O)N2c2nnc(SC)s2)cc1 (stereo not given)	-2.9	-4.6	-5.6	-28.2	-0.5	1.6	2.0	6.1	-10.2
COc1cccc(C2C(C(N)=O)=C(C)Nc3nc(-c4ccccc4Cl)nn32)c1 (stereo not given)	2.6	-0.8	-5.1	-4.0	1.8	-1.2	-2.7	5.1	-4.5
CCOc1ccccc1-n1c(CN2CCN(C(=O)c3ccco3)CC2)nc2ccccc2c1=O	3.8	0.1	-1.3	-2.8	-2.2	-3.7	5.9	-6.2	6.9
COc1ccc(/C(C)=N/NC(=O)c2ccncc2)cc1[N+](=O)[O-]	-6.1	2.3	-1.6	-1.6	1.4	4.8	8.3	4.6	6.5
Cc1c(C(=O)NCC2CCCO2)oc2ccc(S(=O)(=O)N3CC(C)CC(C)C3)cc12 (stereo not given)	-1.1	-1.1	-1.1	-2.7	6.1	-4.6	-1.0	1.2	3.1
Cc1ccc(C)c(Sc2ccc(NC(=O)CCl)cc2)c1	24.5	75.4*	-4.8	-4.8	x	x	5.3	x	-0.9
CC(c1ccccc1)n1cnc2ccccc2c1=O (stereo not given)	-8.5	-1.3	2.4	5.8	-3.9	2.8	2.6	5.6	1.8
COc1ccc(/C=C2\SC(=O)N(CCNC(=O)Cc3coc4cc(OC)ccc34)C2=O)cc1	-3.8	0.1	-7.4	-3.3	-1.8	2.5	-4.0	0.6	-7.0
COc1cc(OC)cc(C(=O)Nc2ccc(S(=O)(=O)Nc3cnc4ccccc4n3)cc2)c1	-6.1	-14.3	-3.2	-6.4	x	x	0.0	x	-5.6
COc1ccc2nc(N3C(=O)CC(Cc4ccc(Cl)cc4)C3=O)sc2c1 (stereo not given)	-2.8	6.2	-1.4	-6.6	-1.1	0.5	5.8	9.7	5.6
Cc1ccc(C(=O)N/N=C\c2ccncc2)s1	2.0	0.4	2.8	2.7	-0.3	4.8	-4.4	0.1	9.8
Cc1cccc(C(=O)Nc2ccccc2SCC2CSc3nc4ccccc4c(=O)n32)c1 (stereo not given)	4.8	3.7	-2.4	-0.4	0.8	4.0	1.9	0.4	-4.5
COc1ccc(Cl)cc1NS(=O)(=O)c1ccc(OC)c(OC)c1	6.2	2.7	4.2	1.8	7.1	2.5	-1.1	4.4	11.5
COc1cc(C(=O)NNC(=O)c2ccccc2Br)ccc1OCC(=O)N1CCOCC1	2.6	1.3	-0.6	0.8	5.1	-2.1	3.4	2.5	0.3
CCc1noc(C)c1C(=O)N1CCCC(N2CCN(c3ccccc3F)CC2)C1 (stereo not given)	-2.5	-1.9	2.1	4.1	5.0	4.2	-4.1	14.2	2.3
Cc1cccc(OCC(=O)OC(C)C(=O)Nc2ccc(Cl)cn2)c1 (stereo not given)	3.9	7.2	5.2	0.7	1.5	1.3	12.9	6.0	4.2
O=C(NCCCNC(=O)c1ccccn1)c1ccc(Br)cc1	-0.9	-1.7	6.1	0.6	0.6	2.5	-0.1	1.5	2.8
COc1ccc(S(=O)(=O)N(C)C)cc1NC(=O)CSc1nnc(-c2cccnc2)o1	-0.9	-7.4	3.5	1.6	6.7	5.3	-2.1	-0.1	5.0
CCOC(=O)C1=NN(c2ccc(F)cc2)C2=NC(C)=C(C(=O)OC)C(c3cccs3)N12 (stereo not given)	4.7	3.6	-2.6	0.7	-1.5	3.5	0.8	8.8	7.6
O=C(NCc1ccco1)c1cccc2c1C(=O)c1ccc(N3CCC(Cc4ccccc4)CC3)cc1S2(=O)=O	x	x	x	-7.8	-12.6	-21.7	33.1*	-15.0	x
C=CCN(c1ccccc1OC)S(=O)(=O)c1cccc(C(=O)Nc2nnc(C3CC3)s2)c1	-0.5	x	-8.6	0.2	7.3	9.1	-2.3	-2.0	0.0
CC1CCCC(C)N1CC(O)COCc1ccccc1F (stereo not given)	1.9	-1.5	-3.2	0.0	-1.6	-0.1	0.9	-3.8	-0.4
COCCCNC(=O)CN1CCN(Cc2ccc(Cl)cc2)C1=O	2.4	-1.2	-1.6	-2.7	3.5	-0.8	12.7	-2.0	3.4
CCC(=O)N1CCN(c2cc(N3CCCC3)c(F)cc2[N+](=O)[O-])CC1	8.4	2.8	5.4	7.2	-4.7	2.1	1.8	2.7	-1.6

Arranged by the number under pPAFAH FP inh (largest number first): three from the list above.
SMILES	PME-1 inh	PAD4 FP inh	PAFAH2 inh	PAFAH1B2 inh	pPAFAH FP inh	PAFAH1B3 inh
Cc1cccc(OCC(=O)OC(C)C(=O)Nc2ccc(Cl)cn2)c1 (stereo not given)	3.9	0.7	1.5	1.3	12.9	6.0
COc1cc(C(=O)NNC(=O)c2ccccc2Br)ccc1OCC(=O)N1CCOCC1	2.6	0.8	5.1	-2.1	3.4	2.5
O=C(NCCCNC(=O)c1ccccn1)c1ccc(Br)cc1	-0.9	0.6	0.6	2.5	-0.1	1.5

Next section
SMILES	PME-1 inh	GSTO1 inh	LYPLA1 inh	PAD4 FP inh	PAFAH2 inh	PAFAH1B2 inh	pPAFAH FP inh	PAFAH1B3 inh	LYPLA2 inh
CC(C)CN1C(=O)/C(=C/c2ccco2)NC1=S	-4.0	-2.5	-2.5	-3.9	0.4	5.9	20.9	3.7	-11.2
O=C(Nc1ccc2c(c1)OCCO2)c1ccncc1	-3.4	5.2	0.8	1.2	1.9	1.0	3.2	2.3	4.4
COc1cccc(NC(=O)CSc2nc3n[nH]c(C)c3c(=N)n2-c2cccc(OC)c2)c1	-14.3	-26.7	-21.7	-4.2	-12.4	-0.6	-7.0	-3.7	-28.6
CC(=O)c1ccc(-n2c(CCC(=O)O)ccc2-c2ccc(Br)cc2)cc1	1.7	7.6	-5.4	-5.2	11.8	6.9	5.1	3.0	-5.1
O=C(O)c1ccc(/C=C2\COc3ccccc3C2=O)cc1	-3.6	-2.4	-1.9	-3.4	-3.2	-0.8	-1.6	2.1	-1.0
CCc1nnc(NC(=O)c2ccc(S(=O)(=O)N3CCc4ccccc4C3)cc2)s1	1.9	2.3	-3.1	-1.4	-1.9	6.9	4.7	-0.4	8.8
O=C(Nc1nc2ccccc2[nH]1)C1CCCO1 (stereo not given)	0.5	5.8	-1.6	-1.7	0.3	6.7	0.3	2.2	-1.6
CCOc1ccc(S(=O)(=O)Nc2ccc(C(=O)NCCCN3CCCC3=O)cc2)cc1	-0.2	0.9	1.5	-3.1	6.9	7.7	-4.4	-0.1	4.2
CCN(c1nc(C)cc(OC)n1)S(=O)(=O)c1ccccc1	3.7	-5.5	3.8	-2.7	-1.5	2.8	-2.4	4.7	5.9
CC(CN1C(C)CCCC1C)OC(=O)c1ccc(Cl)cc1 (stereo not given)	-0.5	3.0	-2.1	-1.9	-54.1	6.0	-4.2	3.5	0.4
O=c1oc(Cc2ccccc2)nc2ccccc12	-4.5	-0.3	1.9	-0.9	-0.7	12.4	1.5	-2.0	-5.6
CCOC(=O)C1=C(COC(=O)/C=C/c2cccc(OC)c2OC)NC(=O)NC1C (stereo not given)	-1.8	2.7	-7.8	-0.9	3.4	-1.4	11.6	14.0	-0.9
COc1ccc(S(=O)(=O)N(CC(=O)NC2CC2)C2CCCCC2)cc1Cl	-4.8	2.9	0.7	-3.6	0.0	4.1	-4.0	-10.2	5.0
COC(=O)CCCCCN1C(=O)NC(c2ccccc2)C(C(=O)OCc2ccccc2)=C1C (stereo not given)	4.2	-0.3	0.2	-5.8	4.2	5.0	5.4	7.8	-7.4
CCN(C(=O)CSc1nc2ccc(C)cc2[nH]1)C1CCS(=O)(=O)C1 (stereo not given)	x	x	x	-5.4	1.7	7.2	0.4	17.9	x
Cc1ccc(S(=O)(=O)Nc2ccccc2-c2ccccc2NS(=O)(=O)c2ccc(C)cc2)cc1	5.0	-30.9	-4.6	0.0	10.2	58.8*	25.2*	-6.2	1.4
COc1ccccc1N1CCN(CC(=O)c2c(C)[nH]c3cc(C)ccc23)CC1	0.5	-1.0	-1.1	4.8	1.8	0.5	-0.5	-1.4	-2.7
COc1ccc(CCNC(=O)C(=O)c2cn(CC(=O)N3CCOCC3)c3ccccc23)cc1	-3.5	8.5	5.1	-4.4	-2.5	4.2	4.7	2.5	3.8
CC(C)S(=O)(=O)c1csc(NC(=O)Nc2cc(Cl)ccc2Cl)c1Cl	-41.1	-107.6	-26.4	1.9	-40.3	-3.1	-5.4	-18.5	-49.4
CCOC(=O)C1=C(CN2CCN(C(=O)c3ccco3)CC2)NC(=O)NC1c1ccc(F)cc1 (stereo not given)	7.0	-1.8	2.0	-3.9	-9.3	1.0	7.1	6.2	5.2
O=C(O)c1ccc(S(=O)(=O)c2ccccc2C(=O)O)c([N+](=O)[O-])c1	4.3	-0.4	4.3	-0.8	6.5	6.2	0.9	4.7	6.5
COc1ccc(S(=O)(=O)N(C)CC(=O)NCCN2CCOCC2)cc1Cl	3.8	5.2	-0.7	-2.5	-5.6	3.3	3.2	-4.2	1.5
C#CCSc1nc(C)cc(C(=O)OCC)c1C#N	-1.4	2.5	2.5	-2.3	-2.9	-0.9	1.9	4.7	0.1
CC(=O)c1ccc(OCC(O)CN2CCN(CCN3C(=O)c4cccc5cccc(c45)C3=O)CC2)cc1 (stereo not given)	1.7	-3.7	1.5	0.9	-1.0	1.8	6.6	-0.7	52.7*
CC1CCN(c2nc3c(c(=O)[nH]c(=O)n3C)n2Cc2ccccc2)CC1	-0.3	25.3	3.9	-3.6	4.7	4.3	2.3	-0.5	0.3
O=C(CCSCCC(=O)NCC1CCCO1)NCC1CCCO1 (stereo not given)	-3.4	1.6	-2.2	1.7	-0.3	1.2	2.9	7.1	-2.2
COc1ccc(-n2c(CCc3ccccc3)nnc2SCC(=O)c2ccc(Cl)cc2)cc1	4.0	4.5	-4.5	-2.5	-7.2	8.3	10.2	6.5	-7.2
C(=C\c1ccccc1)/CN1CCN(C(c2ccccc2)c2ccccc2)CC1	5.6	-4.4	0.8	-5.0	-6.3	1.9	7.8	3.5	8.9
COc1ccc(-n2nc3c(c2NC(=O)C(C)C)CSC3)cc1	0.6	1.0	1.4	1.2	3.7	2.3	1.6	-2.5	8.0
O=C(NCC(c1ccco1)N1CCOCC1)c1cccc([N+](=O)[O-])c1 (stereo not given)	-13.4	8.4	0.5	-3.0	-5.4	-2.0	-1.1	1.8	-8.2
CC1CCOC2(O1)C(=O)Nc1ccccc12 (stereo not given)	-0.5	6.8	-0.3	-2.5	2.4	-0.8	5.0	3.1	0.5
CCOc1cc2c(cc1/C=C(/C#N)c1ccc(C(=O)O)cc1)OCO2	3.7	-6.5	0.4	-3.3	-0.8	3.2	7.7	3.6	1.2
Cc1ccc(NC(=O)c2nc[nH]c2C(=O)N[C@@H](C)c2ccccc2)cc1	-10.7	-7.0	-19.4	-0.1	-5.2	1.7	-6.2	5.6	-27.4
COc1ccc2c(c1)CCc1c(C(=O)N3CCCc4ccccc43)noc1-2	2.8	-51.9	33.7*	-2.0	4.2	1.1	2.2	-2.1	9.9
CCc1cccc(CC)c1NC(=S)NCC(c1cccnc1)N1CCOCC1 (stereo not given)	-4.3	-2.3	0.2	-4.1	2.8	5.2	-2.4	-1.0	-4.3
CC(C)(C)c1ccc(C(=O)NC(=S)N2CCCCCC2)cc1	2.8	-5.0	-1.4	-3.8	4.7	-2.2	4.9	4.6	3.8
